# MBNL1 CUG block – MBNL1-poly(CUG) RNA binding inhibition. Potency, µM (top dose mostly 57.5 µM), without a hit: at the highest dose activity change, negative = inhibition, usual class: inhibitors. Q9NR56. TR-FRET MBNL1-His/biotin-(CUG)12 binding, 665/545 ratio. 280,000 tested, 0.036% active; active means well fitted inhibition curve with a large enough effect in the signal ratio, with a control signal flat, not every such curve was filed as active; inconclusive means small, poorly fitted or top-dose-only effect, or effect the other way, or a change in a side signal; inactive means no such curve, though single readings can be large or run the other way; the % refers to the signal ratio; further: potency means the concentration at half of the fitted maximal effect; on the % scale 0 is the no-effect control and ±100 the full control effect
# Target sequence (Q9NR56 whole entry, looked up): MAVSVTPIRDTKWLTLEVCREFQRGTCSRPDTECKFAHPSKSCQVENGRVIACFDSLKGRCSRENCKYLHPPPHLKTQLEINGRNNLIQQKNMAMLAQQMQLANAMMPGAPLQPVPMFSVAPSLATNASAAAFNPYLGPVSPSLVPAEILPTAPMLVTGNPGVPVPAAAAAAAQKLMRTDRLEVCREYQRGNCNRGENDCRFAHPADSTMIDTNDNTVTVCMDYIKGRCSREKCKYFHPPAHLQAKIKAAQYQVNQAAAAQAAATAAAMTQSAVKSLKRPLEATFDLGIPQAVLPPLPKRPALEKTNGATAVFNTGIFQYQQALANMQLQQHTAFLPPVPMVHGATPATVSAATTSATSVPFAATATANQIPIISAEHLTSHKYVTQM
#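 MBNL1-His + Biotin-(CUG)12, cpd titration 92 nM–58 uM; Tb anti-His Ab 0.055 ng/ul, SA-XL665 5 nM (final); 60 min RT; ratiometric 665/545 nm, Ex 340 nm; normalized to buffer and full-complex controls.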
# S-ASM inh – inhibitors of human secretory acid sphingomyelinase. AID 504937. Potency, µM (highest dose often 57.5 µM), for inactives: top-dose activity change, negative = inhibition, actives largely listed as inhibitors. 340,000 tested, 0.006% active. placental ASM, HMU-PC fluorogenic substrate, 60 min; further: potency means the concentration at half of the fitted maximal effect
#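 Human placenta-derived ASM enzyme was preincubated with compound for 10 minutes at room temperature, then given fluorogenic substrate HMU-PC0 (9 uM final) for 60 minutes at 37 °C; a pH 10 stop preceded fluorescence reading at Ex 386/Em 447 nm.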
# KCNH2 3.1 block – KCNH2 3.1 (human) potassium channel inhibition; U2OS KCNH2 3.1, thallium flux FluxOr; active compounds read low; activity change, % (tested at about 1.8 µM); 340,000 tested, 0.95% active;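 active means maximum activity change below -70%; inconclusive means maximum activity change from -70% to -50%; inactive means maximum activity change above -50%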;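 further: thallium influx rate constant from kinetic fluorescence after stimulation buffer; on the % scale 0 is the no-effect control and ±100 the full control effect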
#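 FluxOr-based Tl+ influx in U2OS cells transduced with KCNH2 3.1 virus; rate constants normalized to DMSO controls.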
# AT treatment – candidate therapy for ataxia-telangiectasia; Potency, µM (highest dose often 57.5 µM), inactives show top-dose activation, usual class: activators; […] A-T fibroblasts, KAP-1 phosphorylation AlphaLISA; neocarzinostatin DNA damage 30 min before lysis; AID 485349; 320,000 tested, 0.19% active; further: potency means the concentration at half of the fitted maximal effect; % of control where 0% means no effect; nearly all actives have a fitted effect of over 45% in size
#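 ATM-like activity read as KAP-1 phosphorylation via AlphaLISA donor/acceptor antibody pairs after lysis and 6 hr at 25C. Cells were ATM-null patient fibroblasts ([…], hTERT), dosed 60 min, then exposed to the DSB inducer NCS for 30 min.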
# MLL CXXC-DNA inh – MLL CXXC-DNA interaction inhibition. AID 2662. Q03164. Potency, µM (doses to about 115 µM), for inactives: at the top dose activity change, negative = inhibition, most hits filed as inhibitors. 290,000 tested, 0.037% active. MLL-CXXC / FITC-HOXA9 DNA fluorescence polarization; active means well fitted inhibition curve with a large enough effect in the polarisation, with a control signal flat, not every such curve was filed as active; inconclusive means small, poorly fitted or top-dose-only effect, or effect the other way, or a change in a side signal; inactive means no such curve, though single readings can be large or run the other way; the % refers to the polarisation; further: potency means the concentration at half of the fitted maximal effect
#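 Fluorescence polarization: 7 uM MLL-CXXC (stock) preincubated 5 min with compounds, then 50 nM fluorescein-HOX-A9 DNA (stock) added; 30 min ambient. Buffer 50 mM Tris-HCl pH 7.5, 50 mM NaCl, 1 mM DTT, 0.05% BSA.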
# GALK inhibitor – inhibitors of human galactokinase | 270,000 tested, 0.007% active | Purified GALK, Kinase-Glo residual ATP luminescence | Potency, µM (titrated, usually from 57.5 µM), for inactives: at the top dose activity change, negative = inhibition, actives largely listed as inhibitors | AID 1868 | P51570; further: potency means the concentration at half of the fitted maximal effect; on the % scale 0 is the no-effect control and ±100 the full control effect
# Target sequence (P51570 whole entry, looked up): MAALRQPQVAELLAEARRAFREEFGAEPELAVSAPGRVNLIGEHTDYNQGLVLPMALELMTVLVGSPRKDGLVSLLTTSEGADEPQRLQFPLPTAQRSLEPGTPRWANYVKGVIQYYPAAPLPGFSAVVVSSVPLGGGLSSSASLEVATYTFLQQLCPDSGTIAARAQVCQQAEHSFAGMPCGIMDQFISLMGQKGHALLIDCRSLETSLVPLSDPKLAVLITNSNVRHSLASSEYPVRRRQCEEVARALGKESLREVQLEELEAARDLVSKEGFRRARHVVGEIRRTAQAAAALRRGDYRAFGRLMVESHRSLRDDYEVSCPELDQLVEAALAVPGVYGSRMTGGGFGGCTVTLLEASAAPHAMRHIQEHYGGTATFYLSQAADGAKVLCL
#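 Kinase-Glo Plus luminescence measured ATP left after a 1 h room-temperature reaction. The reaction used 5 nM GALK, 100 uM galactose and 35 uM ATP at pH 8.0 (20 mM HEPES, 5 mM MgCl2, 60 mM NaCl, 1 mM DTT, 0.01% BSA).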
# KCNH2 WT inh – blocks the wildtype human KCNH2 potassium channel | U2OS, BacMam KCNH2, thallium flux FluxOr; active compounds read low | Q12809 | activity change, % at 1.84 µM | 340,000 tested, 0.37% active | AID 720551;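 active means maximum activity change below -70%; inconclusive means maximum activity change between -70% and -50%; inactive means maximum activity change above -50%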; further: on the % scale 0 is the no-effect control and ±100 the full control effect
#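 U2OS cells transduced with wild-type KCNH2 virus are loaded with FluxOr dye for 45 min, and thallium flux is measured in kinetic reads before and after stimulation buffer. Rate constants are normalized to DMSO controls.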
# a7 integrin act – activates integrin-mediated alleviation for muscular dystrophy; alpha7betagal myoblasts, beta-gal FDG fluorescence, 48 h; Potency, µM (titrated, usually from 38.3 µM), for the others: at the highest dose activation, hits mostly activators; 350,000 tested, 0.064% active; AID 624291;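 further: potency means the concentration at half of the fitted maximal effect; 100% = response of the positive control SU9516; nearly all actives have a fitted effect of over 60% in size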
#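 alpha7betagal+/- myoblasts (passage 13, 250/well) treated 48 h at 37C with compounds at 1:260 dilution of DMSO stock. Lysed, then beta-galactosidase activity read as FDG fluorescence (ex 480/em 540) after 30 min, with pre-read for autofluorescence.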
# Coupling enz – inhibits coupling enzyme system, counter-screen for aldolase hits; coupling enzyme system counterscreen, AmpLite Red fluorescence; 290,000 tested, 0.67% active; activity change, negative = inhibition, % at 58.2 µM, hits read low; in the data active means activity change below about -30%; further: on the % scale 0 is the no-effect control and ±100 the full control effect
#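 Counterscreen lacking aldolase: glyceraldehyde-3-phosphate coupling-enzyme reagent preincubated 10 min at RT with compound (at 57.5 uM final), then substrate/coupling system with AmpLite Red added; fluorescence read at 525/598 nm after 20 min RT.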
# TRPV1 ag – human TRPV1 agonism; activation, % at 8.33 µM; AID 540275; 320,000 tested, 0.19% active; TRPV1-expressing cells, Fluo-8 calcium influx, agonist mode; in the data active means activation above about 80%; inconclusive means between about 30% and that limit; further: 0% is about no effect
#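 TRPV1-expressing cells were cultured overnight at 35.5C and loaded with Fluo-8 calcium dye for 40 to 90 min at room temperature. After a 10 s baseline, compound was added and calcium influx was read kinetically for 3 min (ex 480/em 520 nm).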
# Active calls of the source: *; ? = inconclusive; nt = not tested or not shown; [ ] = another dose, or the depositor's remark. Unless noted, the call rests on the fitted dose curve; in most records, active means well fitted curve in the direction sought with a large enough effect; inconclusive means small, poorly fitted or top-dose-only effect, or another doubt; inactive means no such curve, though single readings can be large; an effect the other way counts as inactive or inconclusive.
SMILES,MBNL1 CUG block,S-ASM inh,KCNH2 3.1 block,AT treatment,MLL CXXC-DNA inh,GALK inhibitor,KCNH2 WT inh,a7 integrin act,Coupling enz,TRPV1 ag
COc1cccc2[nH]c3c(N4CCC(C)CC4)ncnc3c12,10%,-4%,1,-2%,1%,3%,-8,0%,-5,-2
Cc1ccccc1-n1c(SCC(=O)N/N=C/c2c(C)nn(-c3ccccc3)c2C)nc2ccccc2c1=O,nt,-4%,2,-2%,-2%,-1%,0,-15%,0,4
O=C(Nc1ccc(-c2nc3cccnc3s2)cc1)c1ccc(Br)o1,16%,219%[activator],-38,4%,24%,?,7,4%,0,8
CC(Oc1ccccc1F)c1nnc(SCC(=O)Nc2ccc(N3CCOCC3)cc2)o1 (stereo not drawn),nt,2%,9,2%,nt,nt,11,4%,nt,3
COCCSc1ccccc1C(=O)N1CCc2ccccc2C1,-3%,1%,-7,0%,-5%,1%,-5,-21%,2,-1
CN(C(=O)C1CCOC1)c1nnc(C2CCOC2)s1 (stereo not drawn),2%,0%,-6,-2%,-12%,0%,8,2%,1,1
COc1ccc(NC(=O)CSc2nc3c(c(=O)n2-c2ccc(F)cc2)SCC3)cc1,?,1%,-6,1%,3%,-3%,-7,-14%,0,-4
Cc1cc(C(=O)Nc2ccccc2[N+](=O)[O-])cs1,-1%,-2%,-3,17%,6%,-4%,-29,-22%,nt,4
O=C(CSc1nnc(CCCN2C(=O)c3cccc4cccc(c34)C2=O)n1-c1ccccc1)N1CCCCC1,?,-3%,7,-3%,0%,0%,-6,-12%,-1,5
CC(C)(C)c1ccccc1NC(=O)Cn1cnc2cc([N+](=O)[O-])ccc2c1=O,?,8%,9,-1%,5%,0%,-11,-5%,-2,3
O=C(N/C(=C/c1ccc(Br)cc1)c1nc2ccccc2[nH]1)c1ccco1,-12%,9%,-12,5%,10%,-6%,23,-24%,1,nt
CCN(CC)CCN(C(=O)c1ccc(C(C)=O)cc1)c1nc2ccc(Cl)cc2s1,-3%,-1%,-9,2%,1%,0%,19,-53%[inhibitor],1,1
CC(C)c1ccc(NC(=O)C2CC2c2ccccc2)cc1 (stereo not drawn),3%,-2%,5,-13%,29%,-4%,5,29%,1,?
CC1C(=O)Nc2ccccc2N1C(=O)c1ccc(O)cc1 (stereo not drawn),-1%,4%,3,1%,?,2%,-2,24%,8,-2
CCN(C(=O)COC(=O)/C=C/c1ccc(OC(F)F)c(OC)c1)C1CCS(=O)(=O)C1 (stereo not drawn),nt,-2%,-5,-4%,nt,nt,11,-8%,nt,-1
Cc1nnc(NC(=O)CSc2nnc(Cc3cccn3C)n2C)s1,-8%,17%,-3,5%,1%,0%,5,1%,-8,-5
O=C(c1ccc(C(F)(F)F)cc1)C1CCCN(C(=O)Cn2cnnn2)C1 (stereo not drawn),-8%,1%,5,-3%,8%,3%,5,-4%,-1,5
Cc1ccc(N=Cc2sccc2C)cc1C,nt,4%,6,2%,-6%,2%,1,2%,0,1
C=CCN1C(=O)C2(OCCCO2)c2ccccc21,-12%,4%,1,9%,-3%,0%,12,-17%,-3,-6
COc1ccc(S(=O)(=O)N(C)CC(=O)N2CCN(C)CC2)cc1Cl,2%,3%,-18,19%,6%,-5%,-14,-1%,-1,1
Cc1[nH]c2ccccc2c1C(=O)CSc1nc2ccccc2c(=O)n1CCCN1CCOCC1,5%,-9%,-6,9%,6%,-3%,-2,-1%,-5,7
CC(C)C(C)NC(=O)COc1ccc(-c2ccccc2)cc1 (stereo not drawn),-2%,-2%,-22,0%,3%,-3%,-9,9%,1,11
CS(=O)(=O)N(C(=O)NC(=O)NC12CC3CC(CC(C3)C1)C2)C1CCCCC1,-7%,0%,-22,-1%,3%,6%,8,8%,1,-1
CC(=O)NCCn1c(SCC(=O)NCc2ccco2)nc2ccccc2c1=O,-2%,3%,10,0%,5%,0%,-4,19%,1,nt
O=C(NCCCn1cccn1)C1CCC(=O)N(Cc2cccc(C(F)(F)F)c2)C1 (stereo not drawn),1%,3%,11,18%,-3%,2%,21,?,nt,-2
CSc1nc(-c2ccc(Cl)cc2)nn1S(=O)(=O)c1ccc(Cl)cc1,-3%,2%,-6,2%,0%,-2%,-8,14%,2,-3
COc1ccc(C(=O)OCc2cc(C)ccc2C)cc1S(=O)(=O)N1CCCC1,nt,0%,2,3%,nt,nt,7,-29%,nt,7
COc1ccccc1OCC(=O)N1CCCC(Nc2cccc(F)c2)C1 (stereo not drawn),-2%,3%,nt,-10%,-2%,1%,4,6%,-1,?
Cc1cc(-c2ccc3c(c2)COc2c4ccccc4nn2-3)on1,nt,10%,8,nt,nt,nt,2,40%,nt,nt
O=C(CCC1CCCCC1)NCCN1C2=NC[C@H](Cc3ccccc3)N2C[C@H]1Cc1ccc(O)cc1,4%,-6%,0,-11%,-5%,0%,-20,-6%,-4,1
CS(=O)(=O)N1CCN(c2ccccc2NC(=O)c2cc(Br)ccc2Cl)CC1,-1%,-3%,-1,-1%,1%,0%,31,-6%,3,0
OC(CNc1nc(-c2cccnc2)nc2ccccc12)c1ccccc1 (stereo not drawn),4%,0%,12,1%,2%,13%,4,11%,-1,?
O=C(NCC1CCCO1)c1ccc2c(=O)n(CC3CCCO3)c(=S)[nH]c2c1 (stereo not drawn),-1%,1%,13,1%,2%,-2%,1,15%,6,3
Cc1ccc(S(=O)(=O)NC(=O)NCCCCNC(=O)NS(=O)(=O)c2ccc(C)cc2)cc1,14%,-2%,-1,2%,-9%,1%,-3,30%,4,-2
CC12C(=O)N(n3cnnc3)C(=O)C1C1C=CC2C1 (stereo not drawn),4%,-1%,16,6%,-1%,0%,-7,-9%,-4,-4
CCOc1ccc2[nH]c(C(=O)N/N=C/c3cc(OC)c(OC)c(OC)c3)cc2c1,-2%,-12%,-2,?,2%,-1%,-3,?,3,2
O=C(Nc1ccc(Cl)cc1C(=O)N1CCOCC1)c1ccco1,2%,0%,-2,7%,2%,-2%,-10,16%,-2,1
O=C(NCC1CCCN1S(=O)(=O)c1cccs1)C(=O)Nc1cccc(F)c1 (stereo not drawn),nt,3%,0,-5%,nt,nt,-8,0%,nt,9
COc1ccc(CCNC(=O)CCc2ccc(S(=O)(=O)NC(C)C)cc2)cc1,11%,3%,-8,2%,4%,2%,1,12%,2,-1
Cc1cc2ccccn2c1C(=O)c1cc([N+](=O)[O-])cc([N+](=O)[O-])c1,?,-11%,-12,-1%,0%,-5%,-8,-41%,-4,-2

# A draw from above in order of length of the SMILES, high to low:
SMILES,MBNL1 CUG block,S-ASM inh,KCNH2 3.1 block,AT treatment,MLL CXXC-DNA inh,GALK inhibitor,KCNH2 WT inh,a7 integrin act,Coupling enz,TRPV1 ag
O=C(NCCCn1cccn1)C1CCC(=O)N(Cc2cccc(C(F)(F)F)c2)C1 (stereo not drawn),1%,3%,11,18%,-3%,2%,21,?,nt,-2
COc1ccc(C(=O)OCc2cc(C)ccc2C)cc1S(=O)(=O)N1CCCC1,nt,0%,2,3%,nt,nt,7,-29%,nt,7
CC(=O)NCCn1c(SCC(=O)NCc2ccco2)nc2ccccc2c1=O,-2%,3%,10,0%,5%,0%,-4,19%,1,nt
Cc1cc(-c2ccc3c(c2)COc2c4ccccc4nn2-3)on1,nt,10%,8,nt,nt,nt,2,40%,nt,nt

# Additional structures:
SMILES,MBNL1 CUG block,S-ASM inh,KCNH2 3.1 block,AT treatment,MLL CXXC-DNA inh,GALK inhibitor,KCNH2 WT inh,a7 integrin act,Coupling enz,TRPV1 ag
CC(C)c1ccccc1OCCNS(C)(=O)=O,-9%,2%,0,nt,-8%,0%,6,9%,1,7
Cn1c(=O)c2ncn(CC(=O)NC3CCCCCC3)c2n(C)c1=O,-5%,7%,-6,-3%,-12%,-1%,5,11%,1,-6
O=c1[nH]c(=S)[nH]nc1Cc1ccc(Cl)c(Cl)c1,-4%,3%,0,2%,18%,nt,3,?,10,-11
Cc1c(Cl)cccc1N=c1c([N+](=O)[O-])nn(-c2ccccc2)n1O,11%,-3%,-10,3%,20%,-1%,2,18%,2,-4
COc1ccc(N2C(=O)C3CCCN3C2c2ccc(C)cc2)cc1Cl (stereo not drawn),-1%,3%,2,6%,0%,2%,4,-4%,-1,0
Cc1c(NS(=O)(=O)N2CCCC2)c(=O)n(-c2ccccc2)n1C,0%,0%,-1,-1%,-2%,0%,-4,-13%,0,-2
CC1CC(C)CN(S(=O)(=O)c2cccc(C(=O)N3C(=O)c4cccc(N)c4C3=O)c2)C1 (stereo not drawn),17%,100%[activator],-2,2%,9%,-3%,-6,-15%,3,1
CC1CCCCC1NC(=O)CCS(=O)(=O)c1cc2c(cc1Cl)NC(=O)CO2 (stereo not drawn),-3%,0%,12,0%,-3%,1%,1,?,0,7

# Screening results from PubChem.

# Not a hit list; 2% or so of the library scored in one or more.
